Bioassay records (PubChem)
12-LOX inh: Primary qHTS assay for inhibitors of human arachidonate 12S-lipoxygenase (ALOX12): Round 2 | 580,000 tested, 1.1% active | Polyunsaturated fatty acid lipoxygenase ALOX12 (Homo sapiens), P18054 | purified 12hLO, xylenol orange hydroperoxide absorbance | Potency, µM (titrated, usually from 108 µM), for the others: at the top dose activity change, negative = inhibition, hits mostly inhibitors; active = well fitted inhibition curve with a large enough effect; inconclusive = small, poorly fitted or top-dose-only effect, or another doubt; inactive = no such curve, though single readings can be large or run the other way
Target sequence (P18054 whole entry, looked up): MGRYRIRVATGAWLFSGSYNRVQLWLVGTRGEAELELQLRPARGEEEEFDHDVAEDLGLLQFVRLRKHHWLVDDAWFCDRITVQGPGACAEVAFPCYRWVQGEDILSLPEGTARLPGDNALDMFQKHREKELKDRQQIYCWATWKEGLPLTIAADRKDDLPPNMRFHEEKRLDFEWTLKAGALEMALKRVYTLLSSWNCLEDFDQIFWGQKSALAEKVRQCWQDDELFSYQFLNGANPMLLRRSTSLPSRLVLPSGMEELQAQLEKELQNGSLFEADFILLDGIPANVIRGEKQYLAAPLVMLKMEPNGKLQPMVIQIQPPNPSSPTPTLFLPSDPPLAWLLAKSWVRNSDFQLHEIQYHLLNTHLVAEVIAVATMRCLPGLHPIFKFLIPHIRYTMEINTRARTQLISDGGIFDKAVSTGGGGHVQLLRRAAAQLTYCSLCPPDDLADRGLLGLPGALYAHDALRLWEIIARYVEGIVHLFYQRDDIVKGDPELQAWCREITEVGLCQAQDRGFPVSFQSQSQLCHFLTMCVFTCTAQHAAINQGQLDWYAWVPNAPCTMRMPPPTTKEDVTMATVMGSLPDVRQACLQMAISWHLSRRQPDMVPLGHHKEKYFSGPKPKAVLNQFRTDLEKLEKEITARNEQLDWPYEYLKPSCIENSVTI
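Hydroperoxide product was detected by ferrous iron/xylenol orange as the 573 to 405 nm absorbance ratio. Arachidonic acid at 40 uM (final) was turned over for 30 min at room temperature by 150 nM human 12hLO, pH 7.0 Hepes buffer, after 15 min compound preincubation.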
An asterisk follows results filed as active; u = inconclusive; & = joins results of further samples; [ ] = another dose, or the depositor's remark. % is scaled to controls: 0 for no effect and ±100 for the full control effect; potency is read from the fitted curve at half-maximal effect. This is a subset, so the mix of outcomes need not match the whole.

12-LOX inh	Molecule
59%[activator]	COc1ccc(NC(=O)CCC2CCN(C(=O)c3ccccc3)CC2)c(OC)c1
-11%	Cc1oc(-c2ccccc2)nc1CC(=O)NCC(C)(C)N1CCOCC1
-5%	Cc1cc(C)c(C(=O)Cn2nc(C(=O)O)c3ccccc3c2=O)c(C)c1
u	Cc1nnc(-c2cc(-c3cnn(C)c3)ccn2)n1-c1ccccc1
-2%	Cc1cccc(-n2nc(C)c(CCC(=O)NC3CC3)c2Oc2ccccc2)c1
1%	C=C1[C@H](C)CN(S(=O)C(C)(C)C)[C@H]1CCO (stereo partly drawn)
-17%	CC(=O)Nc1nnc(Cc2ccccc2F)s1
-22%	CC(=O)NCc1ccc(C(=O)OC/C=C/c2ccccc2)cc1
23%	CCc1nnc([C@@H]2CC(F)(F)CN2C(=O)C2CC2)o1
-19%	N#Cc1ccc(C(=O)Nc2ccc3n(c2=O)C[C@H]2C[C@@H]3CN(C(=O)NC3CCCCC3)C2)cc1
19%[176 µM]	COc1ccc(-c2noc([C@@H]3Cc4nc[nH]c4CN3Cc3ccc(C)cc3)n2)cc1
-25%	Cc1ccc(F)cc1N=Cc1ccc2ncccc2c1
1.6µM*	C/C(=N/Nc1ccccc1)c1ccc([N+](=O)[O-])cc1
34%[activator]	CCN1C(=O)CCN(Cc2ccc(C)c(C)c2)CC12CCOCC2
0%	Cn1c(N2CCCCC2)nc2c1c(=O)n(Cc1ccccc1)c(=O)n2C
-6%	Cc1ncsc1C(=O)NCc1ccc(N2CCCCCC2)nc1
35%[activator]	CC(C)(C)C(=O)Nc1ccc(NC(=O)c2ccc3nc[nH]c3c2)cc1
6%	COC(=O)[C@]12C[C@H](CC(=O)N3CCN(C(=O)C4CC4)CC3)C(=O)N(Cc3ccco3)C1=C[C@H](COCc1ccccc1)O[C@@H]2C
3%[176 µM]	COc1ccc(-c2n[nH]c3c2CC(=O)N(Cc2ccccn2)C3)cc1F
12%	CC(=O)c1ccc(NC(=O)CN2C(=O)NC3(CCC(C(C)(C)C)CC3)C2=O)cc1 (stereo not drawn)
12%	COc1ccc(NC(=O)Cn2c(=O)c(-c3noc(C)n3)c3n(c2=O)CCCC3)cc1OC
-17%	CC(C)c1ccc(C(=O)N2CCC(Cc3nc(-c4ccc(F)cc4)no3)CC2)cc1
6%	Cc1nnc(NC(=O)c2csc(NC3CCCC3)n2)s1
49%&39%[activator][176 µM]	Cc1cc(-c2nc3ccncc3[nH]2)c(C)o1
16%	CCCCn1c(-n2nc(CC)cc2CC)nc2c1c(=O)n(CC(N)=O)c(=O)n2C
3%	CC1CCN(C(=O)C[C@@H]2c3nc(NC(=O)C(C)(C)C)sc3C[C@@H]3[C@](C)(CO)[C@H](O)CC[C@]32C)CC1
u	Cc1nc(Nc2cccc(C(F)(F)F)c2)sc1C(=O)N(C)C
u	CCOC(=O)c1cn(C)nc1S(=O)(=O)N1CCCC1
15%	CC1(C(=O)N2CCc3ccccc32)CCCCC(=O)N1 (stereo not drawn)
22%	Cc1cc(C)c(/C=N/NC(=O)c2csc3ccccc23)c(C)c1
u	CCN(Cc1nc(-c2ccc(Cl)cc2)no1)C(=O)Nc1cccc2ccccc12
-8%	CCCNC(=O)C(C)OC(=O)c1ccc2[nH]c(C)c(C)c2c1 (stereo not drawn)
u	CN1CCC(C2CCN(S(=O)(=O)c3cc(F)ccc3F)C2)CC1 (stereo not drawn)
11%	O=C(CN1C(=O)NC2(CCOCC2)C1=O)NC1CCCC1
u	Cc1nc(N2CCN(C(=O)Cc3cccs3)CC2)cc(C(F)(F)F)n1
-2%	Cc1noc(-c2nc(-c3ccc(OC(C)C)cc3)no2)n1
-6%	Cc1c(O)ccc2c(COC(=O)Cc3n[nH]c(=O)c4ccccc34)cc(=O)oc12
130%[activator][176 µM]	COCCN[C@H]1[C@@H]2OC[C@@H](O2)[C@@H](NCc2ccccn2)[C@@H]1O
-2%	COc1ccc(Cl)cc1-n1nnc(C(=O)Nc2ccc3c(c2)C(=O)OC3)c1C
47%[activator]	C[C@H]1[C@@H]2[C@@H](O)C([C@H](C)C(=O)NCc3cccs3)CC[C@@]2(C)CC[C@@H]1NC(=O)c1cnccn1 (stereo partly drawn)
-12%	CCC(=O)Nc1cccc(C2OC(=O)N(Cc3ccc(C)cc3)C2C(=O)Nc2ccc(F)cc2)c1 (stereo not drawn)
1%	Cc1cccc(-n2nc(C3CC3)nc2-c2ccc(-c3nnn(C)n3)cc2)n1
5%	O=C(Nc1cccn2nc(C3CCC3)nc12)c1ccc(F)cc1
7%	C=CCNC(=S)N/N=C/c1cccnc1
12%	Cc1cc(C)c2cccc(C)c2n1
u	CC1(c2ccc3c(c2)CCC3)NC(=O)N(Cc2coc(-c3cccs3)n2)C1=O (stereo not drawn)
8%	O=C1NCc2ccccc2CC12CCCCN2CC1CC=CCC1 (stereo not drawn)
22%	CC(C)n1cc2cc(C(=O)NCc3ccccc3F)sc2c1
14%[176 µM]	O=C1N[C@@H]2CCN(S(=O)(=O)c3ccccc3)[C@@H]2C(=O)N1c1ccc(F)cc1
39%	CCN1C(=O)CCN(S(=O)(=O)c2cccc(OC)c2)CC12CCOCC2
u	CCc1ccccc1/C=C/C(=O)O
40%[activator][176 µM]	CC(C)C[C@@H]1N[C@H](C(=O)NC2CC2)Cc2cn(Cc3nccn3C)c3cccc1c23
5%	N#Cc1ccc(CN2CCc3cc(S(=O)(=O)N4CCCCC4)ccc32)c(F)c1
24%	O=C(CSc1ccccc1)N1CCCC2(C1)Nc1cccnc1NC2=NC1CCCC1 (stereo not drawn)
125%[activator]	Cn1cc(CN2CCOCCNC(=O)CC2)c2ccccc21
23%	COCCn1c(C)cnc1CCNS(=O)(=O)Cc1ccccc1F
0%	CC(C)c1ccc(C(=O)NCCC2=CCCCC2)cc1
6%[176 µM]	Cc1nn2c(c1-c1cccnc1N1CCOCC1)N(C(=O)COc1ccccc1)CCC2
0%	CCN1c2cc(C(=O)Nc3cccc4c3CCCC4)ccc2C(=O)N2CCCCCC21 (stereo not drawn)
20%	COc1ccc(-c2nc(C(C)C)nc3c2CN([S+](=O)([O-])c2c(C)noc2C)CC3)cc1

Next records.
12-LOX inh	Molecule
1%	O=C1c2ccccc2NC(c2cnn(-c3ccccc3)n2)N1c1ccccc1 (stereo not drawn)
-1%	COc1ccc(-c2ccnc3nc(-c4cccs4)nn23)cc1OC
-19%	Cn1c[n+]([O-])c2ccccc21
-4%	COc1ccc(NC(=O)c2cc3c(s2)CN(C2CCCC2)C3)c(OC)c1
-28%	COc1ccccc1C(=O)Nn1c(-c2ccc(F)cc2)nc2ccccc2c1=O
-12%[176 µM]	COc1ccc(CN2Cc3[nH]cnc3C[C@H]2C(=O)NCc2ccccc2)c2ccccc12
16%	COc1cccc(-c2cc3c(=O)n(CCNC(=O)c4ccccc4Cl)ccn3n2)c1
u	CC(C)CNc1oc(-c2ccco2)nc1S(=O)(=O)c1ccc2c(c1)OCCO2
10%	CN(C)C[C@@H]1CN(C(=O)c2cccc(N3CCCC3=O)c2)C[C@@H]1CO
9%	CC(C)(C)C1CCC2(CC1)NC(=O)N(CC(=O)NCc1ccccc1F)C2=O (stereo not drawn)
-10%	Cc1ccccc1NC(=O)c1ccc2c(Cl)c3c(nc2c1)CCC3
-4%	Cc1noc(C)c1S(=O)(=O)NCCc1ccc(-n2cccn2)cc1
20%	CC(=O)Nc1ccc(NC(=O)c2ccccc2OCC2CCCO2)cc1Cl (stereo not drawn)
8%	CCOC(=O)C1=C(C)N=C2SC=C(CC(=O)NCc3ccco3)N2C1c1ccccc1Cl (stereo not drawn)
11%	Cc1c(-c2ccccc2)c(=O)oc2cc(OC(=O)C3CC3)ccc12
24%	Cn1cccc1C(=O)N1CCN(C(=O)N2CC3CC(C2)[C@H]2CCCC(=O)N2C3)CC1 (stereo partly drawn)
-21%	COC(=O)c1ccc(F)c(NC(=O)c2ccccc2OC(F)F)c1
-1%[176 µM]	O=c1ncn(CC2CC2)c2ccc(-c3ccc(F)cc3F)nc12
u	O=C(NC[C@H]1O[C@@H](CO)[C@@H](O)[C@H]1N1CCN(c2ccccn2)CC1)c1ccc(F)c(Cl)c1
-2%	O=C(C1COc2cc(S(=O)(=O)NCc3ccc(Cl)cc3)ccc2O1)N1CCOCC1 (stereo not drawn)

Random excerpt: three entries already listed.
12-LOX inh	Molecule
11%	Cc1c(-c2ccccc2)c(=O)oc2cc(OC(=O)C3CC3)ccc12
-4%	COc1ccc(NC(=O)c2cc3c(s2)CN(C2CCCC2)C3)c(OC)c1
-1%	COc1ccc(-c2ccnc3nc(-c4cccs4)nn23)cc1OC

Other entries.
12-LOX inh	Molecule
20%	COc1ccccc1N1CCC(N[C@H](c2cccs2)C2CC(O)C2)CC1 (stereo partly drawn)
u	CCOCCCNc1ncnc2c1CN(C1CCNCC1)C(=O)CN2C
u	N#CC1=C(N)OC2=C(C(=O)CCC2)C1c1ccc(-c2ccccc2)o1 (stereo not drawn)
43%[activator]	Cc1cccc(NC(=O)Cn2nc3n(c2=O)CCCCC3)c1C
25%	Cc1noc(C)c1CC(=O)NCC1CCN(c2cc(-c3ccccc3)[nH]n2)CC1
1%	Cc1ccc2c(c1)C(O)(CC(=O)c1ccco1)C(=O)N2 (stereo not drawn)
0%	CCc1nc2c(=O)n(CC(=O)N3CCN(c4ccc(Cl)cc4)CC3)nc(C)c2s1
2%	COc1cc(C2SCCS2)ccc1OC(=O)c1cc(OC)c(OC)c(OC)c1
1%	Cc1cc2c(c(=O)o1)[C@@]1(C(=O)Nc3ccccc31)C1=C(CCCC1=O)O2
39%[activator][176 µM]	Fc1ccccc1-c1nnc([C@H]2CCN(Cc3cccc(Cl)c3)C2)o1
33%	Cc1nc(N2CCN(C(=O)c3ccc4c(c3)OCO4)CC2)cc(C(F)(F)F)n1
24%	CN1CCc2nc(N3CCOCC3)[nH]c(=O)c2CC1
-5%[176 µM]	N#Cc1cccc(CN2CC[C@@H]3OCC(=O)N(Cc4ccccc4)[C@H]3CC2)c1
u	Cc1ccc(C(=O)NCCc2nc3cc(NC(=O)c4ccccc4C)ccc3n2C)cc1F
-64%	Fc1ccc(CNC(=S)NCc2cccc(Br)c2)cc1
-21%	O=C1C(Br)C2C3CC4C(CC(Br)C42)C13 (stereo not drawn)
1.6µM*	Cc1cc(C)c(CC(=O)O)c(C)c1
-6%	CC1CN(C(=O)COc2cc3oc(=O)cc(-c4ccccc4)c3cc2Cl)CCO1 (stereo not drawn)
u	Cc1cc(C)cc(NC(=O)CCNC(=O)C2CCCC2)c1
43%	COc1cccc(CCC(=O)N2CC(c3nnc(-c4ccncc4)o3)C3(CCOCC3)C2)c1 (stereo not drawn)

For reference, some entries already given.
12-LOX inh	Molecule
u	Cc1cc(C)cc(NC(=O)CCNC(=O)C2CCCC2)c1
43%	COc1cccc(CCC(=O)N2CC(c3nnc(-c4ccncc4)o3)C3(CCOCC3)C2)c1 (stereo not drawn)

Structural class, those above with a cyano group.
12-LOX inh	Molecule
-19%	N#Cc1ccc(C(=O)Nc2ccc3n(c2=O)C[C@H]2C[C@@H]3CN(C(=O)NC3CCCCC3)C2)cc1
5%	N#Cc1ccc(CN2CCc3cc(S(=O)(=O)N4CCCCC4)ccc32)c(F)c1
u	N#CC1=C(N)OC2=C(C(=O)CCC2)C1c1ccc(-c2ccccc2)o1 (stereo not drawn)
-5%[176 µM]	N#Cc1cccc(CN2CC[C@@H]3OCC(=O)N(Cc4ccccc4)[C@H]3CC2)c1

Carrying on.
12-LOX inh	Molecule
13%	O=C1N(Cc2ccc(F)cc2)CCCC12CCN(CC1CCCC1)C2 (stereo not drawn)
u	CC(C)Oc1cccc(C(=O)Nc2cc(Cl)cc(Cl)c2)c1
-26%	Cc1noc(-c2ccco2)c1C(=O)NC(C)c1ccccc1 (stereo not drawn)
u	Cc1cc(C2=NNC(=NC3CCCCC3)SC2)c(C)n1C1CC1
48%[activator]	CC(Oc1ccc(F)cc1)C(=O)N1CCN(Cc2nc(N)c3ccccc3n2)CC1 (stereo not drawn)
58%	O=C(Nc1cccnc1Oc1ccccc1)c1cc(F)ccc1Br
13%	Cn1cc(CNC(=O)c2coc(CN3CCN(C/C=C/c4ccccc4)CC3)n2)cn1
34%	c1ccc(COc2ccccc2Cc2nc(-c3cccnn3)no2)cc1
u	O=C(NCCn1ccnc1-c1cc2n(n1)CCNC2)c1ccncc1
5%	Cc1ccc(N2CCC(NC(=O)c3ccc(Br)o3)C2=O)cc1C (stereo not drawn)
u	Cc1ccccc1NC(=O)COC(=O)c1cc(=O)[nH]c2ccccc12
97%[activator]	O=C(CCn1cncn1)N(CC1CCN(Cc2ccccc2F)CC1)CC1CCCO1 (stereo not drawn)

Reformatted with bars between the fields: 2 of the compounds above
mol | 12-LOX inh
c1ccc(COc2ccccc2Cc2nc(-c3cccnn3)no2)cc1 | 34%
O=C(NCCn1ccnc1-c1cc2n(n1)CCNC2)c1ccncc1 | u
